Nrf2 inh – Nrf2 pathway inhibition. A549 ARE-Fluc reporter, luciferase luminescence, 18-24 h. Potency, µM (doses to about 46 µM), for the others: at the top dose activity change, negative = inhibition, hits mostly inhibitors. 360,000 compounds, 2.1% hits; further: potency means the concentration at half of the fitted maximal effect; on the % scale 0 is the no-effect control and ±100 the full control effect; nearly all actives have a fitted effect of over 60% in size
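A549 ARE_Fluc cells (5000/well, 5% FBS OPTI-MEM) pre-incubated 2 h, then treated with compounds 18-24 h at 37C/5% CO2 in concentration-response. CellTiter-Fluor viability read first; BugLite luciferase luminescence after 15 min at room temperature gives Nrf2 activity.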
TGFb SMAD3 inh – TGF-b pathway inhibition | HepG2 CAGA-GFP TGF-b/SMAD3 reporter, GFP fluorescence, 18 h; TGF-beta stimulated, 500 pg/mL final | Potency, µM (doses to about 46.1 µM), inactives show at the highest dose activity, negative = inhibition, usual class: inhibitors | 410,000 compounds, 1.2% hits | AID 588855; further: potency means the concentration at half of the fitted maximal effect; on the % scale 0 is the no-effect control and ±100 the full control effect; nearly all actives have a fitted effect of over 65% in size
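HEPG2 CAGA-GFP reporter cells (1000/well, DMEM with 1% FBS) received compounds, then recombinant TGF-beta at 500 pg/mL final for 18 hours at 37 degrees C. Per-cell GFP summed per well was normalised to unstimulated and stimulated DMSO controls before curve fitting.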
S2 tox – cell viability loss in ATXN counter-screen; S2 cells (HEK-293 line with an ATXN2-luciferase reporter) viability, CellTiter-Fluor protease fluorescence, 24 h; Potency, µM (titrated, usually from 56.7 µM), usual class: cytotoxic; 400,000 compounds, 0.49% hits; AID 651635; further: potency means the concentration at half of the fitted maximal effect; nearly all actives have a fitted effect of over 40% in size
MCF10A rereplic – inducers of DNA re-replication in MCF 10A breast cells; MCF 10A DNA re-replication, Hoechst nuclear intensity, 48 h; Potency, µM (series often up to 46.1 µM), for inactives: at the top dose activity, positive = re-replication, hits mostly activators; 350,000 compounds, 2.9% hits; AID 624296; further: potency means the concentration at half of the fitted maximal effect; % of control where 0% means no effect; nearly all actives have a fitted effect of over 50% in size
Nrf2 activator – activators of Nrf2 (ARE) signaling; AREc32 ARE-luciferase reporter (MCF7-derived line), luminescence, 24 h; Potency, µM (highest dose often 46.1 µM), for inactives: top-dose activation, hits mostly activators; 410,000 compounds, 0.31% hits; AID 624171; further: potency means the concentration at half of the fitted maximal effect; % of control where 0% means no effect; nearly all actives have a fitted effect of over 65% in size
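AREc32 cells carrying an ARE-driven firefly luciferase reporter were seeded at 1000 cells/well in OPTI-MEM with 5% FBS, then exposed to compound for 24 hr at 37 deg C. Luminescence was read with Steady-Glo after 30 min at RT.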
IL-1B inflam inh – inhibitors of inflammasome signaling (IL-1 beta secretion) | THP-1 LPS/ATP IL-1B secretion, AlphaLISA, 16 h; hits give low values | activity change, % at 57.5 µM | 360,000 compounds, 4.7% hits; in the data active means activity change below about -50%; inconclusive means mostly about -30% to -49%; further: on the % scale 0 is the no-effect control and ±100 the full control effect
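THP-1 cells pretreated 1 hr with compounds (up to 57.5 uM final), then stimulated with LPS (250 ng/mL final) plus ATP (1.25 mM final); secreted IL-1B measured by AlphaLISA after 16 hr, decreased signal indicating inhibition.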
ATXN2 expr inh – reduces ATXN2 reporter expression in HEK-293 cells. HEK-293 ATXN2-luciferase reporter, luminescence, 24 h. AID 1745845. Potency, µM (highest dose often 57 µM), without a hit: top-dose activity change, negative = inhibition, usual class: inhibitors. 360,000 compounds, 0.72% hits; further: potency means the concentration at half of the fitted maximal effect; on the % scale 0 is the no-effect control and ±100 the full control effect; nearly all actives have a fitted effect of over 55% in size
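qHTS (up to 57 uM final) was run with 24 h compound exposure of reporter cells at 37 °C. Each well was multiplexed: SteadyGlo luminescence measured ATXN2-luciferase expression after a fluorogenic Gly-Phe-AFC viability readout (25 uM final).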
HepG2 tox – counter-screen for TGF-b inhibitors: cytotoxicity in HepG2 cells. AID 588856. HepG2 CAGA-GFP viability, ATP luminescence, 18 h. Potency, µM (top dose mostly 46.1 µM), inactives show at the top dose activity change, negative = cytotoxicity, actives largely listed as cytotoxic. 410,000 compounds, 0.76% hits; further: potency means the concentration at half of the fitted maximal effect; some results filed as inactive show a strong effect at the top dose
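CellTiter-Glo luminescence gave cytotoxicity after 18 hours at 37 degrees C. The cells were HepG2 CAGA-GFP in 1% FBS DMEM, stimulated with 500 pg/mL TGF-beta after compound addition. %Activity was normalised to no-cell wells (complete cell-killing) and DMSO (no toxicity), and curves were fitted and classified.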
A549 viability – kills or reduces viability of A549 cells in Nrf2 counter-screen; A549 ARE-Fluc cells, CellTiter-Fluor viability, 18-24 h; Potency, µM (doses to about 46 µM), for the others: at the top dose activity change, negative = cytotoxicity, hits mostly inhibitors; 390,000 compounds, 0.16% hits; AID 504648; further: potency means the concentration at half of the fitted maximal effect; on the % scale 0 is the no-effect control and ±100 the full control effect
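Cytotoxicity counterscreen: CellTiter-Fluor fluorescence was measured in A549 ARE_Fluc cells after 18-24 h of compound exposure in a concentration series. The subsequent BugLite luminescent read reports ARE-luciferase activity.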
An asterisk follows results filed as active; i = inactive; ? = inconclusive; . = not tested or not shown; & = joins results of further samples; [ ] = dose if it differs, or a comment. Unless noted, the call rests on the fitted dose curve; in most records, active means well fitted curve in the direction sought with a large enough effect; inconclusive means small, poorly fitted or top-dose-only effect, or another doubt; inactive means no such curve, though single readings can be large; an effect the other way counts as inactive or inconclusive.

SMILES	Nrf2 inh	TGFb SMAD3 inh	S2 tox	MCF10A rereplic	Nrf2 activator	IL-1B inflam inh	ATXN2 expr inh	HepG2 tox	A549 viability
COc1ccc(NS(=O)(=O)c2ccc(C)c(NC(=O)CN3C(=O)NC4(CCCC4)C3=O)c2)cc1	5%	10%	i	0%	-0.5%	-2	11%	0%	-3%
O=C(CCN1C(=O)COc2ccccc21)N1CCCCC1	-9%	3%	i	4%	0.2%	-4	4%	-28%	3%
COc1cc([N+](=O)[O-])ccc1NC(=O)CC1SC(=Nc2ccc(F)cc2)N(CCC2=CCCCC2)C1=O (stereo not given)	?	?	i	?	3.5%	-4	9%	-20%	-13%
CC1CCCCC1NC(=O)CSc1nnc(N)s1 (stereo not given)	24%	-13%	i	-1%	0.4%	-8	3%	7%	-4%
CC(C)(C)c1ccc(/C=N/Nc2ccc(C(=O)O)cc2)cc1	?	-27%	i	?	-3.3%	24	?	21%	-7%
O=C(NCC1CCCO1)C1CCCN(c2ncccn2)C1 (stereo not given)	.	-9%	i	-6%	-0.2%	38	7%	10%	1%
CC1(C)CC(=O)C(C(=S)Nc2ccccc2)=C(NC2CC(C)(C)NC(C)(C)C2)C1	-2%	-2%	i	-2%	1.9%	-11	-15%	-21%	2%
Cc1[nH]nc(Nc2ccc(C(C)C)cc2)c1[N+](=O)[O-]	4%	?	?	25%	6.3%	-51*	55%[activator]	-31%	-17%
CCOc1ccc(S(=O)(=O)N(CC(=O)NN=C2CCN(C)CC2)c2ccc(C)cc2)cc1	-3%	-31%	i	0%	0.1%	0	-5%	-37%	2%
O=C(COc1ccc(S(=O)(=O)N2CCOCC2)cc1)NC1CC1	?	20%	i	-2%	-0.2%	-16	9%	-21%	1%
COc1cccc(CN2CCN(C3CCN(c4ccccc4C)CC3)CC2CCO)c1 (stereo not given)	?	?	i	7%	2.9%	-1	.	-37%	-15%
COc1ccc(CN2C[C@H](C)[C@@H](CC(=O)NCc3ccccc3)C2=O)cc1	-5%	-28%&2%	i	0%	0.5%	-2	5%	-18%&-26%	0%
O=C1CCC(=O)N1OCCOc1ccccc1	7%	0%	i	?	5.5%	-15	6%	-8%	4%
CC1CCCC(NC(=O)CSc2nnc(N)s2)C1C (stereo not given)	-9%	3%	i	1%	0.4%	11	2%	22%	-6%
CCOCCCNCc1ccc(OCC(=O)N2CCOCC2)c(OC)c1	-13%	-5%	i	22%	0.1%	79	6%	8%	-1%
COc1ccc2nc(N(CCN(C)C)C(=O)c3ccc4c(c3)OCCO4)sc2c1	10%	-17%	i	-3%	-0.4%	-10	9%	-15%	5%
CN1CCN(Cc2cc(Cl)c3cccnc3c2OC(=O)c2cccs2)CC1	2%	-79%	?	?	25%	3	?	-73%	-16%
CC(=O)c1ccc(NC(=O)Cn2cnc(S(=O)(=O)N3CCOCC3)c2)cc1	10%	1%	i	0%	-0.4%	-1	4%	3%	4%
COc1ccccc1-c1oc2ccccc2c1C#CCCO	-9%	3%	i	-51%[inhibitor]	3.7%	-24	-1%	-3%	1%
O=C(Nc1nc2n(n1)C(c1ccc(F)cc1)C=C(c1ccc(Cl)cc1)N2)c1ccco1 (stereo not given)	1%	6%	?	.	0.8%	.	-11%	-26%	15%
O=C(Nc1ccc(F)cc1)N(Cc1nnc2n1CCCCC2)c1ccccc1	10%	17%	i	-4%	0.4%	17	1%	7%	-3%
COc1ccc(C2c3cc4c(cc3OC(NNC(N)=O)C2C)OCO4)cc1 (stereo not given)	9%	-25%	i	?	1.7%	16	-5%	-4%	12%
Cc1ccc2scc(N3CCc4ccccc4C3)c(=O)c2c1	.	-11%	i	.	8.8%	.	15%	-28%	-10%
Cc1ccc(C(=O)CN2C(=O)c3ccccc3S2(=O)=O)cc1	21µM*	2%	i	0%	-3.4%	13	1µM*	-22%	-4%
Cc1cccc(C)c1NC(=O)CN(C)C(=O)CCc1nc2sc3c(c2c(=O)[nH]1)CCCC3	?	-12%	?	7%	2.6%	-1	-13%	-1%	-4%

With a hit mark in IL-1B inflam inh, of those listed so far:
SMILES	IL-1B inflam inh
Cc1[nH]nc(Nc2ccc(C(C)C)cc2)c1[N+](=O)[O-]	-51*

The list goes on:
SMILES	Nrf2 inh	TGFb SMAD3 inh	S2 tox	MCF10A rereplic	Nrf2 activator	IL-1B inflam inh	ATXN2 expr inh	HepG2 tox	A549 viability
CC(=O)Nc1ccc(C2Nc3ccccc3C(=O)N2C2CCCCC2)cc1 (stereo not given)	9%	2%	.	10%	-0.3%	20	.	0%	-2%
O=C(c1ccco1)n1c(=S)nc2ccccn21	.	-15%	i	-28%	?	-29	67%[activator]	-1%	-6%
CC1(C)CC(=O)c2c(oc3c(Cl)cc(NS(=O)(=O)c4ccc(Br)cc4)cc23)C1	-4%	16%	i	.	-0.9%	.	4%	-1%	-2%
O=[N+]([O-])c1ccc(NCCNc2ccc(Cl)nn2)cc1	-18%	9%	i	-2%	-0.4%	2	3%	-23%	-6%
C[N+](C)(C)c1ccc(/C=N/Nc2nc(Cl)c(C#N)c(Cl)c2Cl)cc1	7%	15%	i	?	?	7	7%	-5%	-1%
Cc1ccc2c(c1)nnn2C1CCN(S(=O)(=O)c2ccc(C(=O)N(C)C3CCCCC3)cc2)CC1	?	17%	i	21%	-0.1%	-73*	-21%	-9%	?
COc1ccc(-c2c(C(C)=O)c(C)nc3sc4c(c23)NC(c2ccccc2)NC4=O)cc1 (stereo not given)	0%	4%	i	?	-0.1%	33	-11%	-14%	-2%
Cc1ccc(C(=O)NCC(=O)OCc2c(F)cccc2Cl)cc1	10%	-12%	i	-1%	0.4%	4	33%	13%	-6%
COc1ccc(NC(=O)CN2CCCC2c2cccs2)cc1S(=O)(=O)N1CCCCC1 (stereo not given)	-83%	?	i	22%	0.5%	?	-35%	-23%	-22%
CCN(Cc1ccncc1)C(=O)CC1C(=O)NCCN1Cc1ccc(F)c(F)c1 (stereo not given)	-7%	4%	i	5%	-0.9%	0	-2%	3%	2%
CCOc1ccc(CN(C)C(=O)CNC(=O)C2CCCCC2)cc1OC	8%	4%	i	3%	0.1%	-7	21%	0%	2%
COc1cc(S(=O)(=O)Nc2ccc(C)cc2)ccc1N=Cc1c(C)[nH]n(-c2ccccc2)c1=O	?	-4%	i	2%	4.4%	?	1%	-25%	-16%
CCCCCCC(=O)Nc1nc(C)c(-c2csc(Nc3ccccc3OC)n2)s1	-1%	?	?	-36%[inhibitor]	1.3%	-1	1%	-8%	-5%
O=C(O)C(c1ccccc1)N1C(=O)/C(=C/c2cccs2)SC1=S (stereo not given)	1%	-2%	i	-4%	3.2%	0	5%	7%	-13%
COc1ccc(Br)c(C(=O)NCC2CCCCC2)c1	12%	0%	i	-10%	-0.6%	-13	17%	5%	2%
O=C(NC(=S)Nc1ccc(O)cc1)C1CCCC1	9%	?	?	-2%	3.9%	-8	.	-60%	6%
O=C(NC1CCSc2ccccc21)c1ccc([N+](=O)[O-])cc1 (stereo not given)	-12%	-3%	i	5%	-0.5%	-8	3%	2%	12%
COc1ccccc1NC(=O)Nc1cccc(NC(C)=O)c1	-19%	-13%	i	7%	0.5%	-24	-2%	-8%	3%
COc1ccc(C(=O)NCC[N+](C)(C)C)cc1	.	.	i	.	-1.1%	22	-1%	.	.
COCC(C)NCc1cccc2ccccc12 (stereo not given)	?	-2%	i	16%	0.1%	3	.	-10%	11%
N#Cc1ccccc1NC(=O)COc1c(Br)cc(Br)c2cccnc12	?	-18%	i	26µM*	?	51	-36%	3%	1%
Cc1cccc(Cn2c(SCc3ccc(C(=O)NCc4ccccc4F)cc3)nc3cccnc32)c1	?	?	?	.	0.2%	.	-5%	-40%	?
Cn1c(=O)n(C)c2cc(NC(=O)c3ccccc3[N+](=O)[O-])c(Br)cc21	3%	1%	i	11%	5.9%	44	6%	-7%	7%
Cc1ccn2c(Nc3ccc4c(c3)OCO4)c(-c3ccc(N(C)C)cc3)nc2c1	10%	2%	?	.	8.5%	.	-9%	-7%	-14%
Fc1cccc(CCN2CCNC[C@@H]2c2ccccc2)c1	3%	1%	i	-26%	3.5%	0	-4%	-9%	2%

Continuation.
SMILES	Nrf2 inh	TGFb SMAD3 inh	S2 tox	MCF10A rereplic	Nrf2 activator	IL-1B inflam inh	ATXN2 expr inh	HepG2 tox	A549 viability
CNc1c(NC(=O)c2cc(OC)cc(OC)c2)c(=O)oc2ccccc12	14%	4%	i	.	0.5%	.	15%	1%	-2%
Cc1ccc(S(=O)(=O)N2CCOCC2)cc1NC(=O)COC(=O)Cc1ccccc1	1%	8%	i	-2%	-0.2%	-3	-6%	10%	4%
COc1ccc(S(=O)(=O)NCc2ccco2)cc1C(=O)N1CCCCC1	14%	?	i	-5%	-0.1%	-9	-1%	8%	-5%
COc1ccccc1CNC(=O)C1CCC(=O)N(CCCN2CCCC2=O)C1 (stereo not given)	10%	-1%	i	-2%	-0.5%	-5	2%	8%	-1%
CC(=O)c1cccc(NS(=O)(=O)c2ccc(C(=O)Nc3ccccc3)cc2)c1	7.3µM*	?	i	1%	-1.4%	-12	-21%	-37%	-4%
N#CC(c1ccc(Cl)cc1)c1cccc(Cl)n1 (stereo not given)	2%	4%	i	-4%	0.2%[9.22 µM]	-22	-15%	0%	0%

Look-ups from the list.
Cc1ccc(S(=O)(=O)N2CCOCC2)cc1NC(=O)COC(=O)Cc1ccccc1 @ IL-1B inflam inh = -3
COc1ccc(S(=O)(=O)NCc2ccco2)cc1C(=O)N1CCCCC1 @ Nrf2 inh = 14%
